Pf apPOL block = Pf-apPOL inhibitors, biochemical, fluorescence | Plasmodium falciparum apicoplast DNA polymerase (apPOL) | Recombinant Pf-apPOL, molecular beacon fluorescence, 1.5 h | inhibition, % at 10 µM | 210,000 compounds, 0.25% hits | AID 1794808, 2022
mHTT CaM bind = mutant huntingtin-calmodulin interaction inhibitors – biochemical, AlphaScreen, primary screen. AlphaScreen His-mHTT/GST-CaM binding, luminescence. 190,000 compounds, 3.6% hits. P42858. inhibition, % at 15 µM;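 further: 0% = both proteins with DMSO and 100% = one protein alone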
Target sequence (P42858 whole entry, looked up, stated change not applied): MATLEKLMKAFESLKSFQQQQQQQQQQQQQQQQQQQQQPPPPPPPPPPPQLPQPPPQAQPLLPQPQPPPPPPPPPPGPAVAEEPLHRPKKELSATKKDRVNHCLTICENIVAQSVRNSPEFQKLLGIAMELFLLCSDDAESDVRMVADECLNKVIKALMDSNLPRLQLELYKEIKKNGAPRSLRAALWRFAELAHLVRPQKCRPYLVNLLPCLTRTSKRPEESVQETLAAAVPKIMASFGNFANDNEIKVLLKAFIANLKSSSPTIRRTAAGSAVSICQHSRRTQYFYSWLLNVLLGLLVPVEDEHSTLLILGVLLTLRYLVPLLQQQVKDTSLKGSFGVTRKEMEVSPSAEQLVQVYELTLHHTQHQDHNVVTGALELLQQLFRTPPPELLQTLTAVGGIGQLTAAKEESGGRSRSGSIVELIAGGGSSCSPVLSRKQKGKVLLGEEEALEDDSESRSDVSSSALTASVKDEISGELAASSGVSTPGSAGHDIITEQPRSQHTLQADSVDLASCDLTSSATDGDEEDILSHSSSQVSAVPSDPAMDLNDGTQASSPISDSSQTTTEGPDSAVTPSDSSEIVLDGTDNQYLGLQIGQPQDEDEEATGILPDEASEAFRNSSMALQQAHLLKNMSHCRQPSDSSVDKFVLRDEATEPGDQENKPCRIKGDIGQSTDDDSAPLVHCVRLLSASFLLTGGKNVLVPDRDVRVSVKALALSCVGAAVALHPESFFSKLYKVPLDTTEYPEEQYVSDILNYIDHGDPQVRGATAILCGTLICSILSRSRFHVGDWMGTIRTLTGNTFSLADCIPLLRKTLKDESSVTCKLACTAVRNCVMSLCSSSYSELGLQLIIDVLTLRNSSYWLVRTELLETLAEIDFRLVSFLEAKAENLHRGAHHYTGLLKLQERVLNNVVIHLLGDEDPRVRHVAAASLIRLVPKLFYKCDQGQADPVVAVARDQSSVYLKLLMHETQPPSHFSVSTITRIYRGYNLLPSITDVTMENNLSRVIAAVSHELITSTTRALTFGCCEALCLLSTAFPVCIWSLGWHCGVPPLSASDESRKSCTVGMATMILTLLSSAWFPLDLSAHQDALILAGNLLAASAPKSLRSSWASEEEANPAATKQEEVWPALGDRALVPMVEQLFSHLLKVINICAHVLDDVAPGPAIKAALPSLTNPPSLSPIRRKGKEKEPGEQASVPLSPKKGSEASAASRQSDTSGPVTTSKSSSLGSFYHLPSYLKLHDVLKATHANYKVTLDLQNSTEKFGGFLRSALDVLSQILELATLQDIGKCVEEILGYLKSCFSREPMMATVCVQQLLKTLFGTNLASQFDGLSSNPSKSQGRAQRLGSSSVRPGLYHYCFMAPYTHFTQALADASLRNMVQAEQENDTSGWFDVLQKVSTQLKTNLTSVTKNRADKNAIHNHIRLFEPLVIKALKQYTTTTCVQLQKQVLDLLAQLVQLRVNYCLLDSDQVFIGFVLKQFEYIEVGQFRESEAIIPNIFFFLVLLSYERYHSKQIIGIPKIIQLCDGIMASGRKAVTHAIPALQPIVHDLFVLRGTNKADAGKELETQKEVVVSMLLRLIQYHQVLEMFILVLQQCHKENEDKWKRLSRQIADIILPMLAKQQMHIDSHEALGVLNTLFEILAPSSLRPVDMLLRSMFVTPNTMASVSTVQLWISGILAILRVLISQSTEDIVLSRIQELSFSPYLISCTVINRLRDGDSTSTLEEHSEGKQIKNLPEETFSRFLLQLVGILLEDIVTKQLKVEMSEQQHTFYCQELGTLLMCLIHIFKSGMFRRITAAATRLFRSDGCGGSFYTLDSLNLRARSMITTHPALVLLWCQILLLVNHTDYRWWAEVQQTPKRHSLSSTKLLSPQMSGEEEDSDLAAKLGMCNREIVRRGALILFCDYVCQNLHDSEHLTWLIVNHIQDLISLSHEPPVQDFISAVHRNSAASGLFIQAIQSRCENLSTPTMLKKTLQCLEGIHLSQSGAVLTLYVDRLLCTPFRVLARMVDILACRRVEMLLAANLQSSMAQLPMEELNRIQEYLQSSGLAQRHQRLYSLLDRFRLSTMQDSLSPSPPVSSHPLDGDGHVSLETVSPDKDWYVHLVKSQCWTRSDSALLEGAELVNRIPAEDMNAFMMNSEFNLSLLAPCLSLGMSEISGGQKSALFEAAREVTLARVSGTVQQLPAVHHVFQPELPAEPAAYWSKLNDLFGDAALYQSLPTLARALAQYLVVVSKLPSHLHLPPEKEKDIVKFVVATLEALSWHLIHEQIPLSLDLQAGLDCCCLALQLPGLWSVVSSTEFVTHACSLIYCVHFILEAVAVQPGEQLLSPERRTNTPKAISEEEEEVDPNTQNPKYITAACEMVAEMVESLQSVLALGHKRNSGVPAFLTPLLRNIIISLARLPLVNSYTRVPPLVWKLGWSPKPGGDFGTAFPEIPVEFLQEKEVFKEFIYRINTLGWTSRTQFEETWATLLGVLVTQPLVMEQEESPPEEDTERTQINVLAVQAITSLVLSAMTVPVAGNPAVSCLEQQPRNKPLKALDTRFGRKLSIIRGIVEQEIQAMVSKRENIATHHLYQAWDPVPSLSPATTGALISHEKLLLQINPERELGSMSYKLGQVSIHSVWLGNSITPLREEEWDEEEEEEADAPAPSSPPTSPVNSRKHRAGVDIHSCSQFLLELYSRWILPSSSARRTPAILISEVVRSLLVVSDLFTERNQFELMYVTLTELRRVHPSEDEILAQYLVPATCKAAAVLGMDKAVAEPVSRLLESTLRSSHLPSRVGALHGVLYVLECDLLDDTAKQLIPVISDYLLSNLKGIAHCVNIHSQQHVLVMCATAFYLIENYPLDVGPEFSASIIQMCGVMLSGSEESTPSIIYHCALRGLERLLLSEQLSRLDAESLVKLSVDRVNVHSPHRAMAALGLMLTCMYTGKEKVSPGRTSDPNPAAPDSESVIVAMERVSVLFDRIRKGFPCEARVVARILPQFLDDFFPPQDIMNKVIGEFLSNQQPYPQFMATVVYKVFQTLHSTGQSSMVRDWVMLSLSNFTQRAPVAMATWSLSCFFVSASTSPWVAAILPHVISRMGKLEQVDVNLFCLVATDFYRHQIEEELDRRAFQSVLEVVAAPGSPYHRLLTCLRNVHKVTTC
The depositor's hits bear a star; · = no result given; & = joins results of further samples. No stated cut-off is given here; in the data, active means inhibition above about 50%; inactive means the rest.

nr	smiles	Pf apPOL block	mHTT CaM bind
1	COc1ccccc1C(=O)N/C(=C/c1ccc2c(c1)OCO2)C(=O)Nc1ccc(C(=O)O)cc1	1	0
2	O=c1cc(CN2CCOCC2)c2ccccc2o1	-4	-10
3	CN(C)c1nc(-c2ccccc2O)nc2ccccc12	-4	-19
4	O=c1oc2cc(Cl)ccc2n1CNc1ccccc1	-7	-7
5	O=c1cc(CN2CCCCC2)nc(N2CCN(Cc3cccc(F)c3)CC2)[nH]1	-6	6
6	O=C1C(N(CO)C(=O)NCO)N(CO)C(=O)N1CO (stereo not given)	·	-4
7	CCN1CCC2(CC1)N=C(c1ccc(C)cc1)CC(c1ccccc1O)N2 (stereo not given)	1	19
8	O=C(O)c1sc2cc(Br)ccc2c1Cl	3	1
9	CCCn1c(C(=O)N2CCN(C(C)=O)CC2)cc2sc(C)cc21	1	8
10	CC(C)(C)C(=O)c1sc2nc3c(c(-c4cccs4)c2c1N)CCC3	·	-63
11	CC(C)(C)C(=O)Nc1c2c(nn1-c1ccc(F)cc1)CS(=O)(=O)C2	-5	-6
12	CCN(CC)C(=O)Cn1c(=O)n(-c2ccccc2)c(=O)n1CC(=O)N(CC)CC	-7&-6	-5&4
13	CC(C)c1cccc(C(C)C)c1OCCOCCN1CCNCC1	-7	6
14	CCOc1ccc(NC(=O)c2cnc3n(c2=O)CCS3)cc1	-2	2
15	CC(C)N(C)C(=O)C1CC(=O)N(Cc2ccccc2F)C1 (stereo not given)	-8	-2
16	CNC(=O)C1CN(C(=O)COc2cccc(C)c2)CC12CCCC2 (stereo not given)	-9	0
17	Cc1noc(C)c1-c1nc(CS(=O)(=O)c2ccccc2)no1	-1	·
18	Cn1c(C2CCN(C(=O)CCc3ccccc3)C2)nc2cccnc21 (stereo not given)	-2	2
19	Cc1cc(C)c(S(=O)(=O)Nc2cc([N+](=O)[O-])ccc2C)c(C)c1	-7	4
20	COc1ccc(C=C2C(=O)OC(C)(C(C)(C)C)OC2=O)cc1Br (stereo not given)	0	3
21	O=C(NCc1cccnc1)c1ccc2ccccc2n1	-8	4
22	CCCNC(=O)CN1C(=O)NC2(CCC(C(C)(C)C)CC2)C1=O (stereo not given)	-6	-5
23	Cc1cc(C)c(NC(=O)COc2nc(C)nc3ccccc23)c(C)c1	1	10
24	COc1cc(CN2CCCC2c2cc(C(C)C)no2)ccc1OCC(N)=O (stereo not given)	-1	-4
25	COCCOc1ccc(NC(=O)c2ccc(Cl)c(Cl)c2)cc1	3&-10	·

The list goes on, starting with the last four of the part before.
nr	smiles	Pf apPOL block	mHTT CaM bind
22	CCCNC(=O)CN1C(=O)NC2(CCC(C(C)(C)C)CC2)C1=O (stereo not given)	-6	-5
23	Cc1cc(C)c(NC(=O)COc2nc(C)nc3ccccc23)c(C)c1	1	10
24	COc1cc(CN2CCCC2c2cc(C(C)C)no2)ccc1OCC(N)=O (stereo not given)	-1	-4
25	COCCOc1ccc(NC(=O)c2ccc(Cl)c(Cl)c2)cc1	3&-10	·
26	Cc1ccc2c(N)c(C(=O)N3c4ccccc4Sc4ccccc43)sc2n1	-6	-5
27	CCCCNC(=O)C1c2cc(OC)c(OC)cc2C(=O)N(C)C1c1cccnc1 (stereo not given)	-4	-3
28	CCCNC(=O)C1CC(c2ccc(C)cc2)=NO1 (stereo not given)	-4	-3
29	CCOc1ccccc1NC(=O)N1CCCC1c1ccccc1F (stereo not given)	-4	-14
30	CCC(C)c1ccc(NC(=O)c2ccc([N+](=O)[O-])cc2Cl)cc1 (stereo not given)	-8	18
31	Cc1ccc(/C=C2\SC(=O)N(CNc3ccc(Br)cc3)C2=O)o1	-11	7
32	O=C(CCC1CCCN(C(=O)Nc2ccccc2)C1)NCc1ccccc1Cl (stereo not given)	0	4
33	COc1cc(C(=O)N2CCN(Cc3ccc(SC)cc3)CC2)cc(OC)c1OC	-3	9
34	O=[N+]([O-])c1ccc(C2Nc3cc(Br)ccc3C3C=CCC32)cc1 (stereo not given)	·	40
35	COc1ccc(SCCN2CC[C@@H](C)CCC2=O)cc1	-9	-10
36	Cn1c(-c2ccccc2)c(-c2ccccc2)[nH]c1=S	·	5
37	COc1ccccc1CC(=O)N1CCC(Cc2nc3cccnc3n2CC(C)C)C1 (stereo not given)	-9	4
38	O=C1C(=O)N(CN2CCN(C(=O)c3ccco3)CC2)c2ccccc21	1	-2
39	CN1C(=O)CC(=NO)N(C)C1=O	-5	·
40	O=C1NN(c2ccccc2)C(=O)/C1=C/c1ccc(OCCOCCOc2ccccc2)cc1	-6	7
41	CCOc1ccc(CNC(=O)C2c3ccccc3CCN2C(=O)C2CC2)cc1 (stereo not given)	-3	15
42	COC(=O)C[C@H]1c2cc(C(F)(F)F)ccc2S(=O)(=O)N1c1ccc(N(C)C)cc1	3	12
43	CC(=O)Nc1ccc(S(=O)(=O)Nc2ccc3c(c2)oc2ccccc23)cc1	-6	45
44	O=C(NCc1ccc(N2CCCCC2)nc1)c1cccc(Cl)c1	4	1
45	COc1cc(-c2nc3ccccn3c2N=Cc2cccc(OC)c2O)ccc1O	2	27
46	O=C(c1ccc(-n2cccn2)cc1)N1CCc2ccccc2C1	-12	·
47	Cn1ncc(C(=O)O)c1C(F)(F)F	7	·
48	CCOc1cc(C=O)ccc1OCc1ccc(C(=O)O)cc1	-12	4
49	CCC(=O)N1c2ccc(S(=O)(=O)NC(C)(C)C)cc2CC1C (stereo not given)	5	-5
50	COc1ccc(C(=O)NCC2OCCc3ccccc32)c(O)c1 (stereo not given)	-2	-4
51	COc1ccc(N=Cc2cc([N+](=O)[O-])cc([N+](=O)[O-])c2O)cc1OC	2	23
52	COc1ccc(NC(=O)CSc2nc3c(c(=O)n2Cc2ccccc2)SC(C)C3)cc1 (stereo not given)	0	13
53	O=C1CC(N2CCC(N3CCCCC3)CC2)C(=O)N1c1ccccc1 (stereo not given)	-1	4
54	O=C(O)CCC(=O)NC1CCCCCCC1	-3	-1
55	Cc1nc(S(=O)(=O)c2ccc(Cl)cc2)c(N(C)C)o1	-26	1
56	CCCS(=O)(=O)N1CCc2ccc(NC(=O)C3CCCC3)cc2C1	-5	-3
57	CSc1nc2cc(C)nn2c(-c2ccc(C(C)(C)C)cc2)c1C#N	0&-7	·
58	CC1(C)CC(=O)C2=C(C1)Nc1ncnn1C2c1ccc(Cl)cc1 (stereo not given)	-2	3
59	CCOCC(=O)N1CCCC(c2ccnc(Nc3cccc(F)c3)n2)C1 (stereo not given)	-4	62*
60	CC(C)(C)C(=O)Nc1ccc(C23CC4CC(CC(c5ccccc5)(C4)C2)C3)cc1	4	-7
61	O=C1Nc2ccccc2C12CCN(S(=O)(=O)c1cc(F)cc(F)c1)C2 (stereo not given)	-2	38
62	Cc1cc(Br)ccc1NC(=O)c1cc2n(n1)CCCC2	-3	-15
63	NS(=O)(=O)c1ccc(CCNC(=O)c2cnc3n(c2=O)CCS3)cc1	-1	1
64	CN(C)c1nc(N2CCCC2)nc2c1CN(C(=O)c1ccc(F)cc1)CC2	0	11
65	CCC(=O)Nc1ccc(-c2nnc(C(F)(F)F)o2)cc1C	-2	·
66	O=S(=O)(Nc1ccc(F)cc1)c1cccnc1Nc1ccc(Cl)cc1	3	-23
67	CC1(Cc2cn(CCC#N)c3ccccc23)OCCO1	4	-1
68	CCCCCCCCCCCCCCOS(=O)(=O)c1cc(OC)ccc1OC	-10	·
69	O=C(c1ccsc1)N1CCC(Nc2cccnc2)C1 (stereo not given)	-2	0
70	Cc1ccc(S(=O)(=O)c2nc(-c3ccccc3)oc2SCC(N)=O)cc1	2	14
71	O=C(O)CCC(=O)Nc1ccc2c(c1)oc1ccccc12	-8	10
72	Oc1ccccc1C=Nc1nc(C(F)(F)F)c(-c2ccccn2)s1	5	8
73	Cc1ccc(NC(=O)C2CCc3sc(C(=O)N4CCOCC4)cc3C2)c(F)c1 (stereo not given)	-2	-1
74	O=C(O)CCC(C(=O)O)N1C(=O)c2ccccc2C1=O (stereo not given)	13	·
75	CN(C)c1ccc(C(=O)N2CCC3(CC2)NC(=O)N(Cc2ccccc2)C3=O)cc1	-5	8

Single entries from the list.
Pf apPOL block, cpd 62 = -3
Pf apPOL block, cpd 63 = -1
Pf apPOL block, cpd 57 = 0&-7
Pf apPOL block, cpd 74 = 13
mHTT CaM bind, cpd 56 = -3
Pf apPOL block, cpd 65 = -2

(listing goes on)
76: O=C(CCCC1=NS(=O)(=O)c2ccccc2N1)Nc1ccc(Cl)c(Cl)c1
  Pf apPOL block: -1
  mHTT CaM bind: -1

77: O=Cc1ccc(-c2ccc(Cl)cc2)o1
  Pf apPOL block: -3
  mHTT CaM bind: 1

78: CCn1c(N2CCC(C(=O)NC3CCCCCC3)CC2)cc(=O)n(C)c1=O
  Pf apPOL block: -3
  mHTT CaM bind: 34

79: O=C(NCCCN1CCCC1)c1ccc(N2CCNC(c3ccccc3)C2)nc1 (stereo not given)
  Pf apPOL block: -3
  mHTT CaM bind: 56*

80: CC(C)N1C(=O)[C@@H]2CSCCS(=O)(=O)N2C1=O
  Pf apPOL block: -1
  mHTT CaM bind: 11

81: COc1ccc(CN2COc3ccc4c(c3C2)OC(=Cc2cccnc2)C4=O)cc1
  Pf apPOL block: -8
  mHTT CaM bind: -2

82: Cn1cc(CCN2CCN(C(=O)c3ccccc3F)CC2)c2cccnc21
  Pf apPOL block: -1
  mHTT CaM bind: 20

83: Cc1cccc(C(=O)N2CCCC(c3nnc(-c4ccccc4)o3)C2)c1 (stereo not given)
  Pf apPOL block: -2
  mHTT CaM bind: -2

84: Cn1cc(SCC(=O)N2CCCc3ccccc32)c2ccccc21
  Pf apPOL block: -5
  mHTT CaM bind: 26

85: O=C(Nc1ccccc1)Oc1c(Cl)cc(Cl)cc1Br
  Pf apPOL block: -5
  mHTT CaM bind: 1

Overlap with the part before: six entries, followed by the next part.
80: CC(C)N1C(=O)[C@@H]2CSCCS(=O)(=O)N2C1=O
  Pf apPOL block: -1
  mHTT CaM bind: 11

81: COc1ccc(CN2COc3ccc4c(c3C2)OC(=Cc2cccnc2)C4=O)cc1
  Pf apPOL block: -8
  mHTT CaM bind: -2

82: Cn1cc(CCN2CCN(C(=O)c3ccccc3F)CC2)c2cccnc21
  Pf apPOL block: -1
  mHTT CaM bind: 20

83: Cc1cccc(C(=O)N2CCCC(c3nnc(-c4ccccc4)o3)C2)c1 (stereo not given)
  Pf apPOL block: -2
  mHTT CaM bind: -2

84: Cn1cc(SCC(=O)N2CCCc3ccccc32)c2ccccc21
  Pf apPOL block: -5
  mHTT CaM bind: 26

85: O=C(Nc1ccccc1)Oc1c(Cl)cc(Cl)cc1Br
  Pf apPOL block: -5
  mHTT CaM bind: 1

86: O=[N+]([O-])/C(C(Cl)=C(Cl)Cl)=C1\NCCO1
  Pf apPOL block: -5
  mHTT CaM bind: 8

87: CCN(CC)C(=O)c1cc2c(s1)CCC(C(=O)Nc1cccc(F)c1)C2 (stereo not given)
  Pf apPOL block: -3
  mHTT CaM bind: 2

88: COc1cccc(OCCn2cc(/C=C3\C(=O)NN(c4ccccc4)C3=O)c3ccccc32)c1
  Pf apPOL block: 4
  mHTT CaM bind: 18

89: COc1ccc(C2=NN(CCC(=O)NCCc3ccc(OC)c(OC)c3)C(=O)CC2)cc1
  Pf apPOL block: -20
  mHTT CaM bind: 4

90: O=C(CSc1nnc(COc2ccccc2)o1)Nc1nccs1
  Pf apPOL block: -10
  mHTT CaM bind: 27

91: O=C(Cc1cccc(C(F)(F)F)c1)N1CCN(c2nnc3ccccn23)CC1
  Pf apPOL block: 4
  mHTT CaM bind: 3

92: O=C(CSc1nnc2c(n1)[nH]c1ccccc12)Nc1ccccc1
  Pf apPOL block: 34
  mHTT CaM bind: 5

93: CCc1nccn1Cc1noc(-c2ccc(OC)cc2)n1
  Pf apPOL block: 0
  mHTT CaM bind: -5

94: CN(C)CCNC(=O)COc1ccc(C23CC4CC(CC(C4)C2)C3)cc1
  Pf apPOL block: -3
  mHTT CaM bind: 95*

95: Cc1[nH]c2ccccc2c1Sc1ccc(Cl)cc1
  Pf apPOL block: -10
  mHTT CaM bind: ·

96: CCCCSc1nnc2n1CCN2c1ccc(F)cc1
  Pf apPOL block: -4&-5
  mHTT CaM bind: -5&-15

A portion of the library; count on the stated rates, not on these rows.
